HTT aggregate – mutant huntingtin aggregation inhibition; 220,000 tested, 1.1% active; Potency, µM (highest dose often 46.1 µM), for inactives: at the highest dose activity change, negative = inhibition, usual class: inhibitors; AID 1688; PC12 HttQ103-GFP aggregates, Acumen cytometry, 40 h; note: potency is the fitted concentration of half-maximal effect; % is set by controls: 0 for no effect and ±100 for the full control effect; nearly all actives have a fitted effect of over 60% in size
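Compounds (qHTS titration) were added to PC12 cells expressing an ecdysone-driven HTT exon 1 Q103–GFP fusion after induction with 100 nM tebufenozide. Aggregate formation was measured as GFP objects in cell lysates.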
CBFb-RUNX1 inh – inhibitors of human CBF-beta and RUNX1 interaction | AlphaScreen CBFb-His/RUNX1-biotin binding, biochemical | 230,000 tested, under 10 active | Potency, µM (series often up to 59.8 µM), without a hit: top-dose activity, negative = inhibition, usual class: inhibitors; note: % of control where 0% means no effect
Target sequence (Q01196 whole entry, looked up): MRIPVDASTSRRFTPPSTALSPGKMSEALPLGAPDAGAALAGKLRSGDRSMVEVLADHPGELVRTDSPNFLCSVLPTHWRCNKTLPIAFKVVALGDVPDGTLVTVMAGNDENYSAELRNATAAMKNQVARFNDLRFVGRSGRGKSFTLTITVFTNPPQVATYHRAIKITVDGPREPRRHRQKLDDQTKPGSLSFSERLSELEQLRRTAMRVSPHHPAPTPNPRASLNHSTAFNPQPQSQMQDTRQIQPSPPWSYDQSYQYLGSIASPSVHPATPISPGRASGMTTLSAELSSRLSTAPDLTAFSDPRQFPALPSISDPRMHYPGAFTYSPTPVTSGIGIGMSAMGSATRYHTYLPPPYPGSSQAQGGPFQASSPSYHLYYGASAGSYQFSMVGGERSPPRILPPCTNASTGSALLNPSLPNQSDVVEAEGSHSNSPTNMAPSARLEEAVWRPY
Target sequence (Q13951 whole entry, looked up): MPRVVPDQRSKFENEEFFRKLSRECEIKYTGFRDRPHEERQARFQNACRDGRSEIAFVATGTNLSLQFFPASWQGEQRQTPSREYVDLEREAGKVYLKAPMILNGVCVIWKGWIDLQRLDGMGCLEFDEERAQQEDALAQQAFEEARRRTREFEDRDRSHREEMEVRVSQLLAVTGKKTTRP
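Proteins preincubated together for 20 min at RT before compound addition; 15 min later, nickel and streptavidin beads were added and left 90 min prior to AlphaScreen measurement.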
HTT cytoprotect – cytoprotection in Huntington HTT-Q103 PC12 cell model | Potency, µM (doses to about 56.4 µM), for the others: cytoprotection (ATP increase), actives largely listed as activators | 230,000 tested, 0.14% active | PC12 HTT-Q103 induced, cytoprotection, ATP luminescence, 40 h | AID 1471;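 note: potency is the fitted concentration of half-maximal effect; % of control where 0% means no effect; nearly all actives have a fitted effect of over 45% in size; toxic huntingtin expression switched on by the ecdysone agonist tebufenozide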
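Compounds were screened for protection of PC12 cells against cell death after tebufenozide induction (100 nM final) of mutant Huntingtin exon 1 (Q103) fused to GFP.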
Luc counter – Kinase-Glo luciferase inhibition (counter-screen) | Potency, µM (top dose mostly 38.3 µM), inactives show at the top dose activity change, negative = inhibition, most hits filed as inhibitors | AID 1379 | Kinase-Glo luciferase, ATP luminescence, 8 min | 200,000 tested, 0.28% active | Q27757; note: potency is the fitted concentration of half-maximal effect; % is set by controls: 0 for no effect and ±100 for the full control effect; nearly all actives have a fitted effect of over 60% in size
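Luminescence was the read-out, taken after 8-minute incubation at ambient temperature. Luciferase turned over luciferin with 10 uM ATP in imidazole pH 7.2 buffer containing KCl, MgCl2, Tween 20 and BSA.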
Lamin A splicing – changes lamin A minigene splicing in HeLa cells | Potency, µM (top dose mostly 46.1 µM), for the others: at the highest dose ratio change, negative = inhibition, hits mostly inhibitors | HeLa LMNA splicing GFP/RFP minigene ratio, 48 h | 200,000 tested, 0.01% active; active = well fitted inhibition curve with a large enough effect in the signal ratio, with a control signal flat, not every such curve was filed as active; inconclusive = small, poorly fitted or top-dose-only effect, or effect the other way, or a change in a side signal; the % refers to the signal ratio; note: potency is the fitted concentration of half-maximal effect; % is set by controls: 0 for no effect and ±100 for the full control effect
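S3 HeLa cells stably expressing lamin A-EGFP splicing minigene plus DsRed2, 600 cells/well, 48 h compound exposure at 37C. Laser-scanning cytometry; analysed as GFP (500-530 nm)/RFP (575-640 nm) total intensity ratio; 0.5% DMSO vehicle.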
IMPase Li cell – IMPase inhibition in cells with lithium potentiation; CHO-M1 cells, IP1 TR-FRET (IP-One), carbachol + lithium; Potency, µM (doses to about 59.4 µM), for the others: top-dose activity, negative = IMPase inhibition, most hits filed as inhibitors; 210,000 tested, 0.35% active;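 note: IP1 builds up when IMPase is blocked and the TR-FRET signal falls; potency is the fitted concentration of half-maximal effect; plate controls were basal vehicle for no effect and high inhibitor control for full effect; nearly all actives have a fitted effect of over 50% in size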
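Test compounds were applied to CHO-M1 cells previously cultured for 16–30 h at 2000 per well. A small lithium amount accompanied them; after 30 min at 37C, IP1 was quantified by TR-FRET.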
SMN2 splice up – SMN2 splice variant enhancement; HEK293 SMN2-luciferase splicing reporter, luminescence, 30-36 h; Potency, µM (doses to about 46.1 µM), for the others: top-dose activity change, positive = activation, actives largely listed as activators; 210,000 tested, 2.8% active; AID 1458; note: potency is the fitted concentration of half-maximal effect; % of control where 0% means no effect; nearly all actives have a fitted effect of over 55% in size
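HEK293 cells carry an SMN2 […]–luciferase reporter in which exon 7 inclusion puts luciferase in frame. Cells were plated 10-12 h before compound addition, then incubated 30-36 h at 37C. ONE-Glo luminescence was read; sodium butyrate at 4.5 mM final served as control.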
* = called active by the depositor; ? = inconclusive; · = no result given; & = joins results of further samples; [ ] = another dose, or the depositor's remark. Unless noted, calls come from the whole dose curve; as a rule, active = well fitted curve in the direction sought with a large enough effect; inconclusive = small, poorly fitted or top-dose-only effect, or another doubt; inactive = no such curve, though single readings can be large; an effect the other way counts as inactive or inconclusive.

SMILES	HTT aggregate	CBFb-RUNX1 inh	HTT cytoprotect	Luc counter	Lamin A splicing	IMPase Li cell	SMN2 splice up
CC(=O)/C(=C\Nc1ccc(OCc2ccccc2)cc1)c1ccccc1	17%	-4%	8%[10 µM]	4%	-12%	40%[activator][38.3 µM]	-4%
Cn1c(SCc2cccnc2)nnc1-c1c[nH]c2ccccc12	-5%	-4%	-16%	-4%	-3%	1%[38.3 µM]	-6%
O=C1c2ccccc2CCC1CNCCc1ccc(O)cc1 (configuration not stated)	·	39%	-9%	·	·	15%	-80%[inhibitor]
CCn1cnc2sc(C(=O)Nc3ccccc3OC)c(C)c2c1=O	8%[9.22 µM]	-4%	-9%[10 µM]	·	·	·	·
CCCC(=O)NC1=C(C#N)C2(CCCCC2)Cc2ccccc21	-11%	-3%	1%[10 µM]	-4%	3%	9%[38.3 µM]	0%
COc1ccccc1Nc1nc(N)nc(CN2CCCCCC2)n1	1%	-2%	3%[0.074 µM]	0%	0%	10%[38.3 µM]	?
COC(=O)c1c(-c2ccccc2Cl)noc1-c1cnc(N)nc1C(F)(F)F	4%[9.22 µM]	8%	21%[10 µM]	·	·	·	·
CNC(=O)[C@]1(C)C[C@H]1[C@H](NC(=O)[C@]1(C)C[C@H]1[C@H](NC(=O)OCc1ccccc1)c1ccccc1)c1ccccc1	·	14%	2%	-2%	·	4%	-8%
O=C(OCC(=O)N1CCN(S(=O)(=O)c2ccc(Cl)cc2)CC1)c1ccc([N+](=O)[O-])o1	30%	-1%	24%[10 µM]	2%	-20%[46 µM]	6%	14%
COc1cc2c(cc1OC)C1(Nc3c-2c(Cc2ccccc2)nn3-c2ccccc2)C(=O)Nc2ccccc21 (configuration not stated)	6%[9.22 µM]	-10%	-31%	0%	19%	-21%[38.3 µM]	4%
O=[N+]([O-])c1ccc(Sc2ncc3ccccn23)nc1	-4%[9.22 µM]	0%	9%[10 µM]	·	·	·	·
Fc1cccc(Cc2noc(CN3CCCN(C4Cc5ccccc5C4)CC3)n2)c1	-24%[9.22 µM]	5%	0%[10 µM]	-1%	·	21%	·
COc1ccc([N+](=O)[O-])cc1NC(=O)Nc1ccccc1	-11%	1%	22%[0.074 µM]	3%	?	7%	·
CC1CCC2(CC1)NC(=O)N(CC(=O)N1CCc3ccccc3C1)C2=O (configuration not stated)	-10%	-3%	-34%[inhibitor]	-4%	-4%[9.22 µM]	-5%	-5%
O=C1Nc2cc(C(=O)N3CCc4ccccc4C3)ccc2S/C1=C\c1ccccc1	-26%	6%	2.8µM*	2%	?	0%	-6%
COc1ccc(-c2nnc(N)s2)cc1	-2%	-1%	-29%	-2%	4%	0%[38.3 µM]	11%
Cc1ccc(C(=O)/C=C\Nc2ccc(C)c(C)c2)cc1	-11%	-18%	·	-4%	0%	-2%	11µM*
COc1ccc(OC)c(C(=O)CSc2nc3ccccc3n2CC(=O)NC(C)(C)C)c1	-3%[9.22 µM]	0%	-6%	0%	-2%	18%[38.3 µM]	1%
O=C1C(NS(=O)(=O)c2cccs2)=C(N2CCN(Cc3ccccc3)CC2)C(=O)c2ccccc21	-18%[9.22 µM]	?	-7%[10 µM]	·	·	·	·
C/C(=N\NC(=O)c1ccc(O)cc1)c1cc2ccccc2o1	?	-11%	-50%[inhibitor]	-3%	-20%[46 µM]	2%	24%
Cc1ccc(CN2C(=O)CCC2C(=O)NCc2ccc(F)cc2)cc1 (configuration not stated)	15%	7%	-13%	-1%	1%	17%[38.3 µM]	3%
COc1ccc(OC)c(NC(=O)C(=O)NNC(=O)c2cccs2)c1	-10%	-2%	-1%[10 µM]	0%	-7%	-5%	5%
Cc1ccc(C(=O)O)cc1NC(=S)NC(=O)c1ccc([N+](=O)[O-])c(C)c1	0%	11%	·	2%	·	3%	9%
CCS(=O)(=O)N1CCN(C2CCC(C)CC2)CC1 (configuration not stated)	-23%	-2%	14%[10 µM]	0%	-2%	29%[38.3 µM]	0%
O=C(NC1CCCC1)C(c1ccc(F)cc1)N(Cc1ccccc1Cl)C(=O)CCl (configuration not stated)	-2%	3%	-1%[10 µM]	0%	-18%	5%	-4%[1.84 µM]
N#CCCN(C(=O)CSc1ccc2c(c1)OCCO2)c1ccccc1	?	3%	2%	-5%	17%	27%[38.3 µM]	25%
Cc1onc(C(=O)N2C(C)CCCC2C)c1[N+](=O)[O-] (configuration not stated)	26%	?	25%[10 µM]	-2%	-2%	1%	-6%
CCCCc1c(O)nc(SCCN(C)C)n(-c2ccccc2)c1=O	8%	4%	-4%	1%	4%	3%[38.3 µM]	4%
Fc1ccc(N2CCN(C(=S)NCc3ccco3)CC2)cc1	-7%	2%	-4%	4%	·	-5%	-18%
c1ccc(CCc2nc3ccccc3[nH]2)cc1	-19%[9.22 µM]	3%	-12%[10 µM]	-15%	?	7%	·

Three entries from above, sorted by heavy-atom count, low to high.
SMILES	HTT aggregate	CBFb-RUNX1 inh	HTT cytoprotect	Luc counter	Lamin A splicing	IMPase Li cell	SMN2 splice up
Cc1ccc(C(=O)O)cc1NC(=S)NC(=O)c1ccc([N+](=O)[O-])c(C)c1	0%	11%	·	2%	·	3%	9%
O=C(NC1CCCC1)C(c1ccc(F)cc1)N(Cc1ccccc1Cl)C(=O)CCl (configuration not stated)	-2%	3%	-1%[10 µM]	0%	-18%	5%	-4%[1.84 µM]
COc1ccc(OC)c(C(=O)CSc2nc3ccccc3n2CC(=O)NC(C)(C)C)c1	-3%[9.22 µM]	0%	-6%	0%	-2%	18%[38.3 µM]	1%

(listing goes on)
SMILES	HTT aggregate	CBFb-RUNX1 inh	HTT cytoprotect	Luc counter	Lamin A splicing	IMPase Li cell	SMN2 splice up
Cc1nn(C)cc1CN(C)Cc1c(C(=O)N(C)Cc2ccccc2)nc2ccccn12	11%[9.22 µM]	-8%	-3%[10 µM]	-1%	18%[46 µM]	15%	·
CCOC(=O)C1(Cc2ccc(Cl)cc2)CCN(C(=O)C2=NNC(=O)CC2)CC1	-8%[9.22 µM]	6%	-24%[10 µM]	-1%	·	-1%	·
CCN(CC)S(=O)(=O)c1cccc2c(N(C)C)cccc12	?	?	8%	4%	3%	-6%[38.3 µM]	-13%
COc1cccc(-c2c(NC(=O)c3ccco3)n(-c3ccc(C)cc3)nc(C)c2=O)c1	27%	-2%	-16%	·	-2%	·	·
CC(NC(=O)C12CC3CC(CC(C3)C1)C2)C(=O)N/N=C/C1=C(N2CCOCC2)C(=C\c2cccc([N+](=O)[O-])c2)/CC1 (configuration not stated)	33%	0%	·	1%	-4%	-8%	0%
Cc1ccc(NC(=O)Nc2nc(-c3ccc(C)s3)cs2)cc1	7%	-1%	-25%	-1%	6%	1%[38.3 µM]	-31%[inhibitor]
CC(=NCCc1ccccc1)C1=C(O)CCC1=O	1%	-2%	6%	-3%	-8%	2%[38.3 µM]	21%
CCOC(=O)COn1c(=O)c(-c2ccco2)[n+]([O-])c2ccccc21	?	0%	-36%	·	2%	·	·
Cc1cc(NC(=O)CS(=O)(=O)Cc2ccccc2)no1	-7%[9.22 µM]	6%	-10%[10 µM]	-1%	-13%[46 µM]	-6%	-12%
O=c1c2nnn(-c3ccccc3)c2ncn1C/C=C/c1ccccc1	-9%[9.22 µM]	8%	-13%[10 µM]	·	·	6%	·
COC(=O)c1c(NC(=O)c2nc3nc(C)cc(C(F)F)n3n2)sc2c1CCC2	25%	7%	-33%	-3%	-4%	10%[38.3 µM]	-29%
COc1ccccc1-c1ccc(Nc2cccc(C(C)=O)c2)nn1	5%	-5%	-29%[10 µM]	-3%	7%	22%[38.3 µM]	22%
Brc1ccc(C=Nc2ccc(Nc3ccccc3)cc2)s1	-21%	-4%	25%[10 µM]	1%	?	27%	17%
O=C(NC1CCCC1)C(=O)N(Cc1cccnc1)C(C(=O)NC1CCCC1)c1ccco1 (configuration not stated)	·	2%	·	0%	8%[46 µM]	0%	13%
CCC(=O)Nc1cc(OC)c(NC(=O)c2ccccc2)cc1OC	-20%	-12%	-16%	-1%	-3%	18%[38.3 µM]	?
CCOc1ccc(-c2cn(-c3cccc(SC)c3)c(=O)[nH]2)cc1	-14%	-6%	13%[10 µM]	0%	10%	3%	19%
C=C(Br)Cn1c(CC(C)C)nc2ccccc21	-18%	-1%	4%	-2%	9%	6%[38.3 µM]	-38%[inhibitor]
O=C(CNC(=O)c1ccncc1)N/N=C/c1ccc(O)cc1O	-1%[9.22 µM]	-3%	2%[10 µM]	·	0%[46 µM]	·	·
COc1cc([C@H]2[C@@H]3CCCC[C@]3(O)CCN2CC(=O)Nc2ccc(C)cc2C)ccc1O	4%	1%	-9%	-1%	-3%	1%[38.3 µM]	-31%[inhibitor]
COc1ccc2cc3cc(C(=O)NC(C)C)oc3nc2c1	9%[9.22 µM]	1%	-17%	-1%	0%	3%[38.3 µM]	·
Cn1cc[nH]c1=S	4%	?	?	0%	?	-1%&16%&3%	-45%[inhibitor]
O=C(O)C1(P(=O)(c2ccccc2)c2ccccc2)CCC1	-11%	1%	-3%[10 µM]	-3%	2%	0%[38.3 µM]	7%
COCc1cc(=O)n2c(-c3ccc(C)cc3)n[nH]c2n1	24%	-1%	-16%[10 µM]	1%	-13%	-11%	?
CCCC(=O)NCc1cc(-c2nn(C)c(=O)c3ccccc23)ccc1OC	13%	1%	?	3%	-25%[46 µM]	-2%	16%
Cc1c(C(=O)c2ccc(N(C)C)cc2)c2ccccn2c1CCC#N	-14%	-12%	-48%[inhibitor]	-1%	-6%[46 µM]	-5%	1%
Cc1nnc(SCC(=O)Nc2ccc(N3CCOCC3)cc2)n1-c1ccccc1	9%	-2%	-8%	2%	16%	11%[38.3 µM]	?
COc1cc(/C=N/Nc2nc(-c3ccc(S(=O)(=O)N(C)C)cc3)cs2)ccc1O	?	-16%	29%[10 µM]	·	·	·	·
Cc1cc(-c2cccnc2)c(C#N)c(SCC#N)n1	-27%	13%	7%[0.074 µM]	3%	-9%	?	?
Cc1c(N(C(=O)c2ccccn2)C2(C(=O)NC3CCCC3)CCCCC2)c(=O)n(-c2ccccc2)n1C	1%	6%	-18%	-3%	·	0%	2%
Cc1csc(NC(=O)c2ccc(C)c(S(=O)(=O)N3CCOCC3)c2)n1	4%	-3%	-32%[inhibitor]	-3%	-17%[46 µM]	2%	-3%
S=c1[nH]nc(-c2cc(-c3ccccc3)n[nH]2)n1/N=C/c1cccc(Cl)c1	-9%[9.22 µM]	-26%	-4%[10 µM]	·	·	·	·
O=C(Nc1ccc(N2CCCCC2)cc1)c1ccc2ccccc2n1	-30%	?	-118%[inhibitor]	-5%	·	2%	53%
FC(F)(F)c1ccccc1-c1cncnc1NCc1ccccc1	·	·	15%	·	-13%	26%	·
